High-throughput results deposited in PubChem BioAssay by several laboratories.
Runt-SMMHC FRET = inhibitors of RUNX1 Runt–CBFb-SMMHC binding, primary screen, biochemical, FRET, Cerulean-Runt, Venus-CBFb-SMMHC, uHTS | inhibition, % at 20 µM | Cerulean-Runt/Venus-CBFb-SMMHC FRET ratio 530/480, 1 h | 220,000 compounds, 0.74% hits | AID 1434, 2008;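 active = mean inhibition across duplicate retests at 20 µM reaching about 50%, limit read from the data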;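 also: 0% = DMSO wells and 100% = wells with excess untagged CBFb-SMMHC; inhibitors lower the FRET ratio by blocking Runt binding to CBFb-SMMHC; some results filed as inactive read as strong as hits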
TRPN1 ag = zebrafish TRPN1 channel agonists, primary screen, cell-based, HEK293, calcium fluorescence; HEK293 zebrafish TRPN1-YFP, Fluo-8 calcium fluorescence; 100% = response to 87 µM carbachol; 220,000 compounds, 0.18% hits; AID 1424, 2008; activation, % at 3 µM;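 active = activation above its plate's cutoff, the mean activation of test wells on that plate plus 3 SD, cut at about 19% in these data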;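 also: 0% = DMSO alone and 100% = 87 µM carbachol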
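System: zebrafish TRPN1-YFP in HEK293 cells / Dosing: 3 µM single point / Timing: dye loading 1 h at 37 °C, then 30 min room temperature / Signal: Fluo-8 calcium fluorescence, excitation 470-495 nm, emission 515-575 nm / Read-out basis: percent activation from peak over basal fluorescence ratio, control-normalized / Control set: high carbachol 87 µM, low DMSO alone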
EBV gp42 inh = Epstein-Barr virus gp42 inhibitors, primary screen, biochemical, uHTS, fluorescence polarization. Glycoprotein 42 (Epstein-Barr virus (strain AG876)), Q1HVG2. Fluorescence polarization binding assay, mP read-out. inhibition, % (tested at 21.74 µM). 220,000 compounds, 0.42% hits. AID 1085, 2008; in the data active = inhibition above about 50%
Target sequence (Q1HVG2 whole entry, looked up): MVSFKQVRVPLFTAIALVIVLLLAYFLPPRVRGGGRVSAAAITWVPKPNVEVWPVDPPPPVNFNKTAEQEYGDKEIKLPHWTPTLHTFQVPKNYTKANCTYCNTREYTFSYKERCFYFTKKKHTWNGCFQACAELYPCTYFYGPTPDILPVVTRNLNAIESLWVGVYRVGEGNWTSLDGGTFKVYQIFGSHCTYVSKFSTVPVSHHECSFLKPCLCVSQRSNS
TNF death inh = inhibitors of TNF-alpha triggered necroptosis, primary screen, cell-based, Jurkat FADD-/-, single concentration. Jurkat FADD-/- TNF necroptosis rescue, ATP luminescence, 24 h; 0 = TNF only, 100 = no-TNF cells. activation (protection from cell death), % at 10 µM. 220,000 compounds, 0.068% hits;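 active = activation, meaning protection from cell death, of at least 50% relative to plate controls; inactive = activation below 50%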;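 also: necroptosis triggered by 40 ng/mL TNF-alpha added together with compound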
TRPML3 agonist = human TRPML3 channel agonists, primary screen, cell-based, HEK293 TRPML3-YFP, Fluo-8 calcium fluorescence, 3 µM; Mucolipin-3 (Homo sapiens), Q8TDD5; 100% = the carbachol control signal; activation, % at 3 µM; 220,000 compounds, 0.29% hits; AID 1448, 2008;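 active = activation above its plate's cutoff, the mean activation of the plate's test wells plus 3 SD, cut at about 12% in these data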;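 also: 0% = DMSO only wells and 100% = carbachol wells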
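Test system – HEK293 line with stable expression of human TRPML3-YFP channel · Control set – carbachol 87 µM final as high control (100%), DMSO as low control (0%) · Signal – Fluo-8 calcium dye fluorescence, ex 470-495, em 515-575 nm · Incubation – 1-h 37 °C dye load, 5-s basal, 120-s post-compound reads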
CHOP inh = inhibitors of CHOP promoter induction, primary screen, cell-based, unfolded protein response, luciferase reporter | inhibition, % at 10 µM | 220,000 compounds, 3.8% hits | CHO-K1 CHOP-promoter luciferase, tunicamycin-induced, 15-18 h;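 active = compounds that reduced the stress-induced luciferase reporter signal by more than about 70% of percent inhibition, limit read from the data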;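 also: 0% = tunicamycin plus vehicle and 100% = wells without tunicamycin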
Mdm2 ligase inh = MDM2-luciferase reporter signal enhancers, primary screen, MDM2 E3 ligase inhibitor project, cell-based, luminescence, 1536-well. 210,000 compounds, 0.11% hits. AID 1230, 2008. cell-based MDM2 ubiquitination luciferase reporter, 2 h; 0 = plate control, 100 = twice control, blank-subtracted. E3 ubiquitin-protein ligase Mdm2 (Homo sapiens), Q00987. signal enhancement, % at 5 µM;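 active = signal enhancement of 30% or more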;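 also: luminescence tracks abundance of the self-degrading MDM2-luciferase fusion protein; higher signal means inhibition of MDM2 E3 ligase activity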
Target sequence (Q00987 whole entry, looked up, the tested form may be a part): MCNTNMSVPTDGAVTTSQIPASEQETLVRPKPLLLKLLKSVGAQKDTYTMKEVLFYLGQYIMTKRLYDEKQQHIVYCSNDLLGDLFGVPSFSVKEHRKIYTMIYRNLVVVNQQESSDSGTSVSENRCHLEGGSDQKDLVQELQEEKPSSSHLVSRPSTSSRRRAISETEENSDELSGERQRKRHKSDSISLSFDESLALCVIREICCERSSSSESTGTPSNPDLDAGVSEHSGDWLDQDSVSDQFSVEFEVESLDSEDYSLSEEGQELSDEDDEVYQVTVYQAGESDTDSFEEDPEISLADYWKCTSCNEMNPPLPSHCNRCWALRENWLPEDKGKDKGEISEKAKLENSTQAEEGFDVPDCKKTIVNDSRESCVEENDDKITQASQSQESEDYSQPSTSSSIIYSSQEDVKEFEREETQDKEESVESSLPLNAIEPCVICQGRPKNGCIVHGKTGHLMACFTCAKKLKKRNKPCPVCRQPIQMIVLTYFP
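Timing – 2 h compound exposure at 37 °C · Assay system – mammalian cells stably expressing self-ubiquitinating, self-degrading MDM2 E3–luciferase fusion · Amount – 2000 cells seeded into each well · Measure – % luminescence enhancement versus blank-corrected plate control mean · Measured by – SteadyLite luminescence, 15 min reagent step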
PPC-1+TRAIL kill = compounds killing PPC-1 cancer cells with TRAIL present, primary screen, TRAIL potentiator project, ATPLite luminescence, uHTS. PPC-1 cells + TRAIL, ATPLite viability luminescence. cell killing (% activity), % at 4 µM. 220,000 compounds, 0.41% hits;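 active = cell killing above 50% in the first pass at 4 µM, then a duplicate retest at 5 µM averaging 50% or more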;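 also: plate controls were cells with TRAIL plus DMSO for no effect and medium-only wells lacking cells for full effect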
NCF1 inh = p47phox/p22phox peptide binding inhibitors, primary screen, biochemical, uHTS, NADPH oxidase regulatory subunit; fluorescence polarization, 2 h; inhibition, % at 24.7 µM; 220,000 compounds, 0.53% hits;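 active = inhibition above about 30%, limit read from the data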;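 also: 0% = p47phox with labelled peptide and 100% = labelled peptide alone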
Target sequence (P14598 whole entry, looked up): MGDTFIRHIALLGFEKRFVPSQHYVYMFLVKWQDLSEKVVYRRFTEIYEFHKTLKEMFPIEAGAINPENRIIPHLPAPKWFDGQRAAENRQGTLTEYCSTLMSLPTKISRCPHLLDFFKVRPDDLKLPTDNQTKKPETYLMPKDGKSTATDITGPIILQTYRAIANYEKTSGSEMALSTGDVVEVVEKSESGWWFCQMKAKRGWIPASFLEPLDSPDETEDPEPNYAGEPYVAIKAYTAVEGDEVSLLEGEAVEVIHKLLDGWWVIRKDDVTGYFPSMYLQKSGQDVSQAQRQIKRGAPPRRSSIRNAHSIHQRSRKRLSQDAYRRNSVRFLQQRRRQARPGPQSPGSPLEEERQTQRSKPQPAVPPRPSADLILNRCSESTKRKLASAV
The depositor's hits bear a star; · = not tested or not shown.

SMILES	Runt-SMMHC FRET	TRPN1 ag	EBV gp42 inh	TNF death inh	TRPML3 agonist	CHOP inh	Mdm2 ligase inh	PPC-1+TRAIL kill	NCF1 inh
O=C(NCC1CCCO1)c1cc2n(n1)C(C(F)(F)F)CC(c1ccc(Br)cc1)N2 (centres undefined)	-12	1.3	13	-3.0	1.1	6	-14	17	-2
O=C1S/C(=C\c2ccccc2)C(=O)N1CC(O)Cn1c2ccccc2c2ccccc21 (centres undefined)	-7	-0.5	-15	-0.2	0.2	16	9	0	-5
CC(/C=C/c1ccco1)=N/NC(=O)CNc1ccccc1C	-5	1.6	-5	0.9	1.0	19	-6	·	-16
O=c1[nH]c2ccc(Cl)cc2c(-c2ccccc2)c1CN1CCOCC1	-3	-1.2	-25	1.0	0.0	-4	3	-4	-12
CN(C)CCNS(=O)(=O)c1ccc(N2CCN(c3ccc(F)cc3)CC2)c([N+](=O)[O-])c1	-1	4.3	-23	3.3	2.4	15	-9	6	-5
Fc1ccc(NCc2cccnc2)cc1F	-11	0.3	115*	1.0	0.1	26	-9	-16	-3
COc1ccc(CNC(=O)c2c(C)nc3ccccn23)cc1	1	2.5	-3	-4.2	0.6	14	·	18	-8
O=C(Cc1ccc([N+](=O)[O-])cc1)c1c(O)cc(O)cc1O	1	1.1	-1	4.0	0.5	-12	1	-3	-1
COC(=O)Nc1ccc(S(=O)(=O)N2CCC(C(=O)N3CCC(C)CC3)CC2)cc1	1	1.6	-12	-0.5	1.1	-6	-3	22	-9
COC(=O)c1cn(NC(=O)C2CCC(C)CC2)c(=O)c2ccccc12 (centres undefined)	4	-0.3	-18	-1.8	-0.3	28	-6	18	-13
Cn1cccc1C(=O)NC(=O)COC(=O)CNS(=O)(=O)c1ccc(Br)cc1	0	-0.1	-16	0.7	0.7	-35	-5	18	-8
CCc1[nH]nc2c1C1(CCN(C(=O)OCc3ccccc3)CC1)C(C#N)=C(N)O2	-3	-0.9	17	-4.3	0.2	16	-18	8	-15
Cc1cc(Br)ccc1SCC(=O)OCC(=O)c1c(N)n(C)c(=O)n(C)c1=O	3	1.5	-3	0.6	0.0	7	-5	-3	-9
COc1ccccc1-c1ccc(SCC(=O)Nc2cc(C)on2)nn1	1	-1.3	2	-1.0	-1.2	9	-19	-6	-3
Cc1cc(NC(=O)CCC(=O)N(CC(=O)NC2CCCC2)Cc2ccc(F)cc2)no1	2	-1.4	-4	-1.9	0.1	17	0	15	-4
O=C(CNCc1ccc(Cl)cc1)Nc1ccc2c(c1)OCCO2	2	2.1	8	1.0	1.1	16	-4	7	3
Cc1nn2c(=O)c3c4c(sc3nc2n1-c1ccccc1)COC(C)(C)C4	2	0.1	-5	-1.5	-0.2	-2	-11	14	-10
CC(C)(C)OC(=O)COc1cc(OCC(=O)OC(C)(C)C)c2c(=O)cc(-c3ccccc3)oc2c1	-10	-2.1	-1	-5.1	-1.5	16	3	19	-11
CCn1c(COc2ccccc2C)nnc1SCC(=O)NC1CCCC1	6	-0.1	-21	0.7	-0.5	-1	-2	-11	-17
CC1(C)Cc2c(sc3[nH]c(=S)[nH]c(=O)c23)CO1	·	1.7	-5	2.1	0.6	-19	-14	·	-3
CN(C)/C=C/C(=O)c1cnc(-c2ccccc2Cl)s1	-5	0.7	-6	-0.4	1.7	32	9	25	-19
COc1cc(NC(=O)c2csc(-c3ccncc3)n2)cc(C(=O)Nc2cccc(C(F)(F)F)c2)c1	-4	·	-22	-1.1	·	44	11	5	-30
COc1cc(C2NC(=O)C(C#N)=C(S)N2c2ccc(C)cc2)ccc1OC(C)C (centres undefined)	0	-0.2	-10	-1.7	0.1	10	-10	-13	-11
COC(=O)c1[nH]c2ccc(Cl)cc2c1NC(=O)CN1CCc2cc(OC)c(OC)cc2C1	1	0.9	-40	-8.3	-0.4	13	3	-5	-10
CCn1ncc(/C=N\NC(=O)c2ccc3c(c2)c(C)c(C)n3Cc2ccccc2)c1C	-5	-0.7	0	0.1	0.0	-5	-8	13	-24

Looked up by structure from above, 4 records:
SMILES	Runt-SMMHC FRET	TRPN1 ag	EBV gp42 inh	TNF death inh	TRPML3 agonist	CHOP inh	Mdm2 ligase inh	PPC-1+TRAIL kill	NCF1 inh
COC(=O)c1cn(NC(=O)C2CCC(C)CC2)c(=O)c2ccccc12 (centres undefined)	4	-0.3	-18	-1.8	-0.3	28	-6	18	-13
Fc1ccc(NCc2cccnc2)cc1F	-11	0.3	115*	1.0	0.1	26	-9	-16	-3
COC(=O)Nc1ccc(S(=O)(=O)N2CCC(C(=O)N3CCC(C)CC3)CC2)cc1	1	1.6	-12	-0.5	1.1	-6	-3	22	-9
Cc1nn2c(=O)c3c4c(sc3nc2n1-c1ccccc1)COC(C)(C)C4	2	0.1	-5	-1.5	-0.2	-2	-11	14	-10

Further records
SMILES	Runt-SMMHC FRET	TRPN1 ag	EBV gp42 inh	TNF death inh	TRPML3 agonist	CHOP inh	Mdm2 ligase inh	PPC-1+TRAIL kill	NCF1 inh
CN(Cc1cccs1)C(=O)/C=C/c1ccccc1[N+](=O)[O-]	-1	-0.9	-10	0.7	-0.3	-7	-20	4	-7
Cc1ccc(C)n1NC(=O)c1cccs1	-4	-0.3	-22	-0.8	-0.2	25	-3	0	-14
CN(C)CCCCOc1ccccc1F	-2	-0.1	3	-0.4	0.9	-7	-3	-3	-10
O=C1CN(C(=O)c2cc([N+](=O)[O-])ccc2Cl)C(c2ccc(F)cc2)c2cc(F)ccc2N1 (centres undefined)	-1	0.0	6	0.5	-0.1	-7	-19	9	3
Cc1ccc(-n2[nH]c(C)c(C=Nc3ccc4[nH]c(=O)[nH]c4c3)c2=O)cc1C	-276	0.1	23	-14	-0.1	81*	1	40	-22
CC(=O)N1CC[n+]2c(-c3ccc(Cl)cc3Cl)csc21	41	-0.3	3	1.7	0.1	34	-2	40	-7
CC(Nc1nc(-c2ccc3c(c2)NC(=O)CO3)cs1)c1ccccc1 (centres undefined)	-1	-0.1	-12	83*	-0.1	8	-5	5	-8
CCCCNC(=O)CN(c1ccc(Cl)c(Cl)c1)S(C)(=O)=O	1	0.8	4	1.0	-0.1	-16	7	9	3
COc1ccc(CN2C(=O)CC(Cc3cc(C)cc(C)c3)C2=O)cc1OC (centres undefined)	1	-2.5	4	1.7	-1.2	7	-13	0	-10
Cc1ccc(NC=C(S(=O)(=O)c2ccccc2)S(=O)(=O)c2ccccc2)c(C)c1	3	-1.2	-6	-1.9	-1.2	-7	-3	-24	-14
C=CCn1c(-c2cccn(Cc3ccccc3)c2=O)n[nH]c1=S	10	0.6	-16	-2.9	0.1	6	-8	3	-6
CC1=C(C)CC(C(=O)c2ccccc2)C(C(=O)O)C1 (centres undefined)	-8	0.6	-22	0.6	0.5	1	-9	2	-6
Cc1cc(C)n(-c2ncc(-c3ccccc3)nn2)n1	-1	0.3	-22	0.3	0.4	-18	-6	0	-7
NC(=O)NCc1cccnc1	-1	0.0	-16	0.1	0.1	-3	-10	-6	1
CCOc1ccc(-c2nnn(CC#N)n2)cc1OC	0	0.6	-12	-1.0	0.6	-13	-5	4	-8
Cn1cc(C=O)c2cc(S(=O)(=O)N3CCOCC3)ccc21	-8	0.7	-19	-1.8	2.2	43	-12	43	-8
COc1ccc(NC(=O)CSc2cc(C)ccc2C)cn1	0	-3.2	-11	3.6	-0.8	6	-8	20	0
CCOC(=O)N1CCC(NC(=O)C(CC(C)C)NC(=O)C2CCC(C)CC2)CC1 (centres undefined)	-1	-0.4	-4	-1.2	-0.1	67	-13	-17	-1
Cc1ccc(C(c2nnnn2CS(=O)(=O)c2ccc(C)cc2)N2CCC(C)CC2)cc1 (centres undefined)	-14	-0.1	8	-0.9	0.4	39	-14	17	-19
COc1cnc(SCc2ccc(Cl)cc2)nc1Cl	-4	-1.1	-5	-2.1	0.8	26	12	4	-7
O=C(Nc1ccccc1)/C(=C\c1ccccc1)NC(=O)c1ccco1	-6	0.6	-25	-0.2	-0.7	5	-10	-5	-13
CCOC(=O)c1cc2cc3ccccc3cc2[nH]1	5	1.4	-5	1.7	0.4	49	·	11	2
CC(/C=C/c1ccco1)=N/NC(=O)C1COc2ccccc2O1 (centres undefined)	-2	-0.6	1	0.9	1.2	0	1	8	-23
Cc1ccccc1C(=O)NCc1nnc(SCC(=O)N2c3ccccc3Sc3ccccc32)n1C	-2	-1.9	4	-9.2	-1.0	70	-4	2	-5
Nc1[nH]nc2nc3ccccc3cc12	-4	0.9	-11	2.6	0.0	-11	-15	-2	2
Continued.
SMILES	Runt-SMMHC FRET	TRPN1 ag	EBV gp42 inh	TNF death inh	TRPML3 agonist	CHOP inh	Mdm2 ligase inh	PPC-1+TRAIL kill	NCF1 inh
O=C(Cc1ccccc1)Nc1ccc(C(=O)NCC2COc3ccccc3O2)cc1 (centres undefined)	1	0.7	-23	4.5	0.4	31	-6	12	-30
FC(F)(F)c1nnc(N2CCN(c3ccc(Cl)cc3)CC2)s1	-5	2.1	-23	0.4	-0.2	-3	-10	8	-13
CCN(c1ccc(C)c(C)c1)S(=O)(=O)c1c(C)[nH]c(=O)[nH]c1=O	-3	0.0	-10	0.4	0.5	3	-18	20	3
CCOC(=O)c1c(C)n(C)c2ccc(OCC(O)CN3CCN(C)CC3)cc12 (centres undefined)	4	0.0	-3	-0.3	-0.5	53	-17	-7	0
COc1ccc(-n2nnc3c(SCC(=O)OCc4ccccc4)ncnc32)cc1	-8	0.8	5	-0.4	0.6	43	-31	0	11
C=CCn1c(SCC(=O)NCCOC)nnc1-c1cc2c(s1)CCC(CC)C2 (centres undefined)	-2	-1.2	5	2.2	-0.4	36	-9	14	1
CC1CCCCN1C(=O)Cn1cc(/C=C2/C(=O)Nc3ccccc32)c2ccccc21 (centres undefined)	-17	-1.1	0	-2.5	-1.5	56	-13	11	-23
CC(NS(=O)(=O)c1ccc(Br)cc1)C(=O)NCc1ccco1 (centres undefined)	0	-1.1	3	-0.4	-0.2	-6	-18	13	2
COc1ccc(-c2nn(-c3ccccc3)cc2/C=N/N2C(=O)CSC2=S)cc1	-6	-0.9	-32	-12	0.0	112*	-7	-12	-128
CC1Cc2ccccc2N1C(=O)Cn1nc(C(=O)O)c2ccccc2c1=O (centres undefined)	-5	-1.2	-16	-2.5	-1.1	-5	-8	0	-17
